Bioassay records as filed in PubChem BioAssay.
SIRT5 block: sirtuin-5 (human) deacylase inhibition; Q9NXA8; Purified SirT5, succinyl-peptide AMC, trypsin-coupled fluorescence; inhibition, % at 15 µM; actives 1.1% (n = 330,000); AID 652115; in the data active = inhibition above about 15%; inconclusive = no clear call, values can overlap the other calls
Target sequence (Q9NXA8 whole entry, looked up): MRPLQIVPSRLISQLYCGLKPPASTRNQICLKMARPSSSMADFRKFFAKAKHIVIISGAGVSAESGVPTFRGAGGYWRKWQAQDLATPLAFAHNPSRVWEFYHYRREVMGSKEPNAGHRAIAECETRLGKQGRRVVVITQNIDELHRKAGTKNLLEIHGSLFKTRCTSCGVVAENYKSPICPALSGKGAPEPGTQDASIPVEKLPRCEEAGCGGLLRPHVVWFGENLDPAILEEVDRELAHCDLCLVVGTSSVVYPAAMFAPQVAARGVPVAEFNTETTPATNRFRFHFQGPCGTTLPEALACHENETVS
Statin myotox sup: protects C2C12 myotubes from simvastatin toxicity; ATP luminescence, 48 h; scaled: DMSO 0, geranylgeraniol control 100; rescue of ATP level, % at 7.49 µM; actives 0.78% (n = 330,000);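 active = mean ATP rescue above about 67%, or every replicate alone reaching that limit, limit read from the data, passing the limit was not always enough; inconclusive = no clear call, values can overlap the other calls; inactive = mean under the limit and some replicate under it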;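 also: myotubes were challenged with 10 µM simvastatin during compound exposure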
esBAF inh: inhibitors of esBAF chromatin remodeling in mouse ES cells. Bmi1-luciferase knock-in reporter, 24 h; 100% = twice the neutral-well signal. reporter increase, % at 12.5 µM. actives 2% (n = 350,000). AID 602393; in the data active = activation above about 40%; inconclusive = no clear call, values can overlap the other calls;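 also: 0% = median of the plate's neutral control wells and 100% = double that signal; a rise in the Bmi1 reporter signal indicates esBAF inhibition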
ERp5 block: blocks human ERp5 reductase activity on insulin. ERp5 insulin aggregation, absorbance 650 nm, 90 min. inhibition, % at 9.99 µM. actives 0.05% (n = 350,000). AID 651711;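 active = mean replicate inhibition above about 25%, with every replicate also reaching it, limit read from the data, passing the limit was not always enough; inconclusive = only one of those two criteria met; inactive = neither criterion met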
Target sequence (Q15084 whole entry, looked up): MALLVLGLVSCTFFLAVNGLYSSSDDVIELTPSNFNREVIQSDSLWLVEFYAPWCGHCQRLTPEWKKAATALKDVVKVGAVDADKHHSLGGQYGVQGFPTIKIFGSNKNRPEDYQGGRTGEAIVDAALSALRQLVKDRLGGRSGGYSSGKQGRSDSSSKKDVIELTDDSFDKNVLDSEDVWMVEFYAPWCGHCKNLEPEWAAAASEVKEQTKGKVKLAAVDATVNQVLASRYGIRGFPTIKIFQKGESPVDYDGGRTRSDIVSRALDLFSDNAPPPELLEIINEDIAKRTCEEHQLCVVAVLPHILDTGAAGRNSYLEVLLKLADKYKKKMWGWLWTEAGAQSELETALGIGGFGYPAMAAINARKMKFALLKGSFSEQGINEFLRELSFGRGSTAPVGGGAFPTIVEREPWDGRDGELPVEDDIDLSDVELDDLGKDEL
Cneo AK release: causes C. neoformans cell lysis; adenylate kinase release luminescence, 4 h; normalised: neutral wells 0, clomiphene wells 100; lysis activity, % at 15 µM; actives 0.2% (n = 360,000);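 active = mean lysis activity across replicates of at least 80%, whatever share of replicates individually reach that level; inactive = mean lysis activity below 80%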
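Assay system: C. neoformans cells. Amount: yeast cell density of 5 × 10^6 cells/mL. Technique: AK luminescence. Buffer or medium: YPD. Times: static 4 h at 37 °C with compound, 1 h detection. Dosing: single-point compound dose. Read-out: lysis from increased AK signal.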
ARNT-TACC3 inh: ARNT/TACC3 interaction disruption | Q9Y6A5 | AlphaScreen His-ARNT PAS-B/GST-TACC3 binding, luminescence; TACC3 fragment carries E629A point mutation | inhibition, % at 9.99 µM | actives 0.66% (n = 390,000) | AID 623870;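 active = mean inhibition of replicates at least 50% and at least half of replicates each reaching 50%; inconclusive = half or more replicates reach 50% but mean below 50%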;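 also: 0% = complete ARNT plus TACC3 wells and 100% = ARNT alone without TACC3; many hits fall short of the cut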
miR-122 sensor: miR-122 inhibition in Huh7 cells; Huh7 miR-122 Renilla luciferase sensor, 48 h; neutral wells = 0, positive control = 100; activation (reporter increase), % at 12.5 µM; actives 0.3% (n = 340,000);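 active = mean replicate activation score at least 90 and every replicate individually at or above 90; inconclusive = only one of the two criteria met; inactive = neither criterion met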;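 also: higher luciferase means less miR-122 activity so hits act as miR-122 inhibitors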
Starred values were filed as active, the others as inactive; ? = inconclusive; / = not tested or not shown; & = joins results of further samples; [ ] = dose if it differs, or a comment. Hits appear at their usual frequency; overall some 4% were active at least once.

canonical_smiles	ARNT-TACC3 inh	Cneo AK release	ERp5 block	SIRT5 block	miR-122 sensor	esBAF inh	Statin myotox sup
Cc1ccc(S(=O)(=O)Nc2ccc3c(c2)CC(=O)N([C@@H](C)CO)C[C@H](C)[C@H](CN(C)Cc2ccc(C(=O)O)cc2)O3)cc1	/	/	/	/	2[16.7 µM]	-1	6
O=C(CCN1CCOCC1)NNC(=S)NC(=O)c1ccc(Br)cc1	35	/	4	-2	/	/	/
O=C(C1CCC(CNS(=O)(=O)c2cccs2)CC1)N1CCN(c2ccc(F)cc2)CC1 (stereo not drawn)	-7	0	4	-1	-6	3	-6
CCCOC(=O)c1c(NC(=O)/C=C/c2cnn(C)c2C)sc(C(=O)OCC)c1C	-6	-1	/	/	-4	5	18
Cc1ccc(CSc2nnc(NC(=O)C3COc4ccccc4O3)s2)cc1 (stereo not drawn)	4	-3	/	/	-2	7	5
Cn1c(=O)c2c(C(=O)O)cc(-c3ccccc3)nc2n(Cc2ccccc2)c1=O	-3	-7	1	-3	/	3	10
CC(=O)Nc1cccc(NC(=O)C(C)N2c3cccc4cccc(c34)S2(=O)=O)c1 (stereo not drawn)	1	5	0	-1	0	7	-30
Cc1ccc2[nH]c(=O)c3cc(C(=O)N(C)c4ccccc4C)sc3c2c1	-1	1	5	/	10	/	/
CCOc1ccccc1NC(=O)CNC(=O)Cc1ccccc1	-1	-2	-6	-5	-3	-9	4
O=C(Nc1ccc(S(=O)(=O)N2CCOCC2)cc1)c1c(F)cccc1F	2	-3	0	/	/	1	-2
CCOC(=O)Cc1c(C)nc2cc(C)nn2c1C	-6	10	/	/	-3	/	/
O=C(NCc1ccco1)C12CN(Cc3ccccc3)CC1C(c1cccc([N+](=O)[O-])c1)=NO2 (stereo not drawn)	/	0	8	-1	2	5	10
O=C(COc1cccc(NC(=O)c2ccccc2)c1)c1ccc(F)cc1	-1	/	0	1	/	/	/
N#Cc1c2n(c(=S)n(-c3ccccc3[N+](=O)[O-])c1=O)CCCCC2	10	/	0	-3	/	/	/
O=C(O)CCCC(=O)Nc1ccccc1C(=O)O	-1	0	/	/	/	-1	1
COc1ccc(S(=O)(=O)N2CCCC(C(=O)NCc3ccncc3)C2)cc1Cl (stereo not drawn)	1	2	/	/	/	-12	8
O=C(Cc1ccccc1)c1c[nH]c(C(=O)C(Cl)(Cl)Cl)c1	-3	0	-4	-5	-10	-4	28
Nc1nnc(CC(=O)N2CCCCC2)s1	-6	1	/	/	-2	8	-3
Cc1nc2ncnn2c(N2CCN(C(=O)c3cccc(F)c3)CC2)c1C	-4	-2	/	/	-3	1	0
O=C(NCCC1=CCCCC1)c1ccc(CN2CCOCC2)cc1	/	-3	/	/	-11	36	6
O=C(N/N=C/c1ccc(Br)s1)Nc1ccccc1	1	-1	0	/	1	51*	-1
C/C=C/c1ccc([C@H]2[C@H](CO)N3CCCCN(C(=O)Nc4ccc(F)cc4)C[C@@H]23)cc1	1	0	1	2	-6[16.7 µM]	-5	-41
O=C(Nc1ccccc1)N1C[C@@H]2[C@H](c3ccccc31)[C@H](CO)N2CC1CCCC1	2	-2	4	3	28[16.7 µM]	18	-3
C[C@H]1CN([C@@H](C)CO)C(=O)Cc2cc(NC(=O)Cc3cn(C)c4ccccc34)ccc2O[C@H]1CN(C)C(=O)Nc1ccc(F)cc1	/	/	4	0	-4[16.7 µM]	6	-7
COC(=O)C1CN(C(=O)c2cccc(OC(F)F)c2)c2ccccc2O1 (stereo not drawn)	0	-1	-5	3	5	-6	-1
CCC1=Nc2cc(C(=O)NCc3cccnc3)ccc2Sc2ccc(C)cc21	7	/	3	-1	/	/	/
C/C(Cl)=C/CN1C(=O)C2C3C=CC(C3)C2C1=O (stereo not drawn)	-7	-1	/	/	-1	-19	7
Cc1cccc(NC(=O)C2NC(=O)CC2c2ccccc2)c1C (stereo not drawn)	-17	0	-1	/	/	3	2
COc1ccc(S(=O)(=O)Nc2ccc(-c3ccc4nnc(C)n4n3)cc2)c(OC)c1	3	-1	2	-4	92*	-8	3
CCCOc1cccn2c(N(C)C(=O)c3ccccc3F)c(CC)nc12	/	0	0	/	1	-3	31
C[C@H](CO)N1C[C@H](C)[C@H](CN(C)Cc2ccc(Oc3ccccc3)cc2)Oc2c(NC(=O)c3ccc(-c4nccs4)cc3)cccc2C1=O	-22	-2	?	14	-2[16.7 µM]	2	-74
Cn1cc(CN2CCC(n3nccc3NC(=O)Cc3ccccc3)CC2)cn1	0	1	13	-15	/	-7	-5
COc1ccc(S(=O)(=O)N2CCCCCC2)cc1C(=O)OCC(=O)NC1CCS(=O)(=O)C1 (stereo not drawn)	0	0	-15	-3	9	-6	12
CO[C@@H]1CN(C)C(=O)c2ccc(NC(=O)c3ccccc3F)cc2OC[C@@H](C)N(C(=O)c2ccccc2F)C[C@H]1C	3	-4	-3	1	23[16.7 µM]	16	21
C[C@H](CO)NC(=O)c1[nH]cnc1C(=O)Nc1ccc(CNC(=O)OC(C)(C)C)cc1	/	-1	3	2	-5	-2	-4
O=c1c(Cl)c(N2CCC3(CC2)OCCO3)cnn1C12CC3CC(CC(C3)C1)C2	/	0	6	2	5	/	/
COc1ccccc1OCC(=O)Nc1cc(S(=O)(=O)N2CCOCC2)ccc1N1CCCCC1	-1	0	4	-2	-7	-2	-3
CC12CCC3c4ccccc4CCC3(CO1)C2 (stereo not drawn)	/	0	0	/	-4	4	-4
COc1cc(NC2c3ccccc3C(=O)N2Cc2ccc3c(c2)OCO3)cc(OC)c1 (stereo not drawn)	0	4	1	-1	14	-9	8
O=C(Cn1cc2c(n1)CCCCC2)N1CCc2ccccc21	-2	-1	-2	/	-5	13	0
COc1ccccc1CC(NC(C)=O)C(=O)NC1CCN(C(=O)Nc2ccccc2F)CC1 (stereo not drawn)	36	-6	-6	-1	1	-9	-2
COc1ccc(NC(=O)C2CCCN(S(=O)(=O)c3cccnc3)C2)cc1OC (stereo not drawn)	1	/	-5	-1	/	/	/
Cc1cc(C)cc(-n2ccnc2SCC(=O)Nc2nccs2)c1	7	4	/	/	-3	-4	1
CCCCn1c(S(=O)(=O)O)nc2ccccc21	-36	0	/	/	-2	6	2
O=C(Nc1ccc(F)c(Cl)c1)c1cc(C2CCCN(C(=O)c3cccs3)C2)on1 (stereo not drawn)	/	17	0	-1	1	17	1
C[C@H]1CN([C@@H](C)CO)S(=O)(=O)c2ccc(-c3cncnc3)cc2O[C@@H]1CN(C)Cc1ccccc1	3	-4	-6	2	0[16.7 µM]	-3	-53
C[C@H](CO)N1C[C@H](C)[C@H](CN(C)S(=O)(=O)c2cccs2)OCc2cnnn2CCCC1=O	-6	3&0	0&2	-2&-3	-5	-10&1	3&4
Cc1nn(C)c(N)c1C(O)(c1nccn1C)C(F)(F)F (stereo not drawn)	-8	3	/	/	-1	/	/
CNC(=O)CC1C(=O)N(c2ccc(Cl)cc2)C(=S)N1CCc1ccc(OC)c(OC)c1 (stereo not drawn)	13	/	-3	-1	/	/	/
Cc1ccc(S(=O)(=O)Cn2nnnc2C(c2ccccc2)N2CCN(c3ccccc3)CC2)cc1 (stereo not drawn)	58*	1	/	/	-3	-2	-12
CCN1C(=O)/C(=C\N2CCOCC2)SC1=S	-2	0	/	/	-12	-5	0
Cc1ccc(C)c(-c2csc(NC(=O)C3=COCCO3)n2)c1	0	/	-1	-1	/	-9	-30
O=C(CSc1nnc(-c2ccc(F)cc2)o1)N1CCCC1	1	0	0	0	-3	28	-24
COc1ccccc1C(=O)COC(=O)CNS(=O)(=O)c1ccc(C)c(C)c1	5	-1	-5	-2	-7	-6	3
C[C@@H](O)C#Cc1cnc2c(c1)C(=O)N([C@@H](C)CO)C[C@H](C)[C@H](CN(C)C(=O)CN(C)C)O2	-9	-6	2	-8	-4[16.7 µM]	-4	/
Cc1cccc(CSCc2ccc(C(=O)NC3CCCC3)o2)c1	-14	-1	7	-1	-9	/	/
CSCC[C@H](NC(=O)OC(C)(C)C)c1nnc(SCc2ccccc2)o1	8	0	/	/	0	1	7
COCC(=O)N1CC[C@H]2[C@@H]1c1cc(-c3ccccc3)ccc1N(C)[C@H]2CO	1	-2	3	-1	11[16.7 µM]	-1	-23
CCCN1CCN(CC(=O)Nc2cc(OCC)ccc2OCC)CC1	-21	/	0	-4	/	/	/
O=C(c1ncn(Cc2ccccc2)c1C(=O)N1CCN(c2ccccc2)CC1)N1CCN(c2ccccc2)CC1	7	-5	-2	/	8	5	11

Single records, from the list above. Screens in order: ARNT-TACC3 inh | Cneo AK release | ERp5 block | SIRT5 block | miR-122 sensor | esBAF inh | Statin myotox sup
`CCCN1CCN(CC(=O)Nc2cc(OCC)ccc2OCC)CC1` across the screens: -21 | / | 0 | -4 | / | / | /
`O=C(CSc1nnc(-c2ccc(F)cc2)o1)N1CCCC1` across the screens: 1 | 0 | 0 | 0 | -3 | 28 | -24

More entries follow:
canonical_smiles	ARNT-TACC3 inh	Cneo AK release	ERp5 block	SIRT5 block	miR-122 sensor	esBAF inh	Statin myotox sup
CCOc1cc(/C=C2/NC(=O)NC2=O)cc(Br)c1OCc1ccc(C(=O)O)cc1	1	/	4	13	/	/	/
OC[C@@H]1[C@H](c2ccc(Br)cc2)[C@@H]2CN(Cc3ccccn3)CCCCN12	17	3	4	3	12[16.7 µM]	-1	5
CN(C)/C=N/NC(=O)c1ccccc1	-6	-15	7	1	0	-7	-3
O=C(CC(F)(F)F)N1C[C@@H]2[C@H](c3ccccc31)[C@@H](CO)N2CC1CCOCC1	-5	0	2	6	14[16.7 µM]	-3	-19
O=C(NCc1ccc(Cl)cc1)C1CCCN1C(=O)Nc1ccccc1 (stereo not drawn)	-4	-4	-7	-1	1	1	7
O=C(Nc1ccc(F)cc1)N1CCCCN2[C@H](CO)[C@@H](c3ccc(C#Cc4ccccc4)cc3)[C@@H]2C1	-12	0	13	1	-4[16.7 µM]	/	/
COc1nc(C)nc2c1sc(=S)n2C	1	0	/	/	0	-10	4
CCc1nc2cc(C)nn2c2nc3ccccc3n12	13	-1	/	/	-8	28	-3
O=c1c2c(-c3ccc(Cl)cc3)csc2nc2n1CCC2	0	2	/	/	-4	-7	-14
CCOc1cc(C(C(=O)NCC2CCCO2)N(C(=O)Cn2nnc3ccccc32)c2ccccc2C)ccc1O (stereo not drawn)	0	-5	0	-4	/	0	0
CC/S(CC1CC1(Cl)Cl)=N\S(=O)(=O)c1ccc(C)cc1 (stereo not drawn)	1	0	/	/	-3	-5	-6
CS(=O)(=O)c1ccc2nc(NC(=O)CS(=O)(=O)Cc3ccccc3)sc2c1	1	/	2	2	/	/	/
O=C(CCCOc1ccc(Cl)cc1Cl)NCCCO	-20	1	/	/	-1	9	-8
Cc1cccc(C)c1NS(=O)(=O)c1ccc(F)cc1	-3	-3	/	/	-2	-4	115*
COC(=O)c1sc(=S)sc1C(=O)OC	41	0	6	2	2	0	-2
COCC(=O)N1C[C@@H](C)[C@@H](OC)CN(C)C(=O)c2ccc(NC(=O)NC(C)C)cc2OC[C@@H]1C	22	2	-5	0	1[16.7 µM]	-1	1
COc1ccc(NC(=O)N(C)C[C@@H]2OCCCC[C@@H](C)Oc3ccc(NC(=O)Nc4ccc5c(c4)OCO5)cc3C(=O)N([C@H](C)CO)C[C@H]2C)cc1	10	1	-1	15*	-3[16.7 µM]	7	-21
